# Screening results deposited in PubChem BioAssay by The Scripps Research Institute Molecular Screening Center.
# M1 ag: human M1 muscarinic receptor agonism; 0.33% of 360,000 active; activation, % at 3 µM; AID 588814; P11229; CHO-K1 hM1, Fluo-8 calcium fluorescence, agonist mode; 0% DMSO, 100% acetylcholine EC100;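 active = activation above the run's mean compound activation plus 3 SD, cut at about 16% in these data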;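 also: peak over basal fluorescence ratio within a 140 s kinetic read after compound addition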
# Target sequence (P11229 whole entry, looked up): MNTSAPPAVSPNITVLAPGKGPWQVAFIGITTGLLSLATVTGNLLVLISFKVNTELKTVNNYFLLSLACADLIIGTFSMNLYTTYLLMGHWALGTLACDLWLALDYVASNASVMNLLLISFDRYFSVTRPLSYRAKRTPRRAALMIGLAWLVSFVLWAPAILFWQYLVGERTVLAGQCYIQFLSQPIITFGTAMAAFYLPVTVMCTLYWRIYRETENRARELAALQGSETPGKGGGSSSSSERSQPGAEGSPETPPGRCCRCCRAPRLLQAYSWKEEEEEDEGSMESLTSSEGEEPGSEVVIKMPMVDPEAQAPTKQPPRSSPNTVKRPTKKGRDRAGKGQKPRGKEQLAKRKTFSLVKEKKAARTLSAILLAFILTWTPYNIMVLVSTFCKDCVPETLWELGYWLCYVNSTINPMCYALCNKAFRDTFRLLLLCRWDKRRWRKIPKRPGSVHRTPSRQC
# CHO-K1 Ca antag: nonselective inhibitor or artifact in parental CHO-K1 cells | ATP-induced calcium, Fluo-8 fluorescence | AID 602250 | 0.6% of 360,000 active | inhibition, % at 3 µM;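 active = inhibition above a per-plate cutoff, the plate's mean sample inhibition plus 3 SD, cut at about 24% in these data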;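 also: 0% = DMSO plus EC80 ATP and 100% = DMSO alone without ATP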
# M4 antag: antagonists of human muscarinic M4 receptor (CHRM4); P08173; CHO-hM4 cells, ACh EC80, Fluo-8 calcium fluorescence; 0.73% of 360,000 active; inhibition, % at 3 µM;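 active = inhibition above its plate's cutoff, the mean inhibition of sample wells plus 3 SD, cut at about 27% in these data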;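 also: 0% = acetylcholine EC80 with DMSO and 100% = DMSO without agonist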
# Target sequence (P08173 whole entry, looked up): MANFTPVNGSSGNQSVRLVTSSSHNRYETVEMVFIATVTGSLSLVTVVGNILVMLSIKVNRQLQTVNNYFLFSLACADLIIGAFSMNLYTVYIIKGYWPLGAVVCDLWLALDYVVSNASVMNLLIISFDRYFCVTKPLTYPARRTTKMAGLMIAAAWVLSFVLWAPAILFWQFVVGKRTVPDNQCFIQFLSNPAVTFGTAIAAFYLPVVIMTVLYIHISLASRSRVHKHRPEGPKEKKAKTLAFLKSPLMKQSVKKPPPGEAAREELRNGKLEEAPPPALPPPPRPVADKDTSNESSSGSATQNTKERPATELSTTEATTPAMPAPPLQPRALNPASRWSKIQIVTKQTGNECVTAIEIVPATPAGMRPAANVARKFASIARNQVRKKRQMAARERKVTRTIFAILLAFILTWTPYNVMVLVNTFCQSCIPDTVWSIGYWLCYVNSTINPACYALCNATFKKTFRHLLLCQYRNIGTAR
# CHO parental Ca: counter-screen: ATP calcium response change in parental CHO cells; parental CHO-K1, ATP-induced calcium, Fluo-8 fluorescence; inhibition, % at 5.6 µM; AID 463079; 0.63% of 330,000 active;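 active = inhibition above that plate's mean sample inhibition plus 3 SD, cut at about 26% in these data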;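 also: 0% = ATP-challenged DMSO wells and 100% = DMSO wells without ATP; some compounds past the cut are filed as inactive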
#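 Material: Parental CHO cells | Reagent: ATP | Compound dosing: Single nominal dose of 5.6 µM per compound | Detection: Intracellular calcium via Fluo-8 no-wash fluorescent dye | Read-out: % inhibition of ATP-induced calcium mobilization | Benchmarks: Low control ATP plus DMSO, high control DMSO only | Replicates: Singlicate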
# CHO-K1 Ca ag: counter-screen for M1 agonists: effect in parental CHO-K1 cells. Fluo-8 calcium fluorescence; scaled to maximal ATP response, vehicle zero. activation, % at 3 µM. 0.48% of 360,000 active; in the data active = activation above about 15%;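 also: untransfected CHO-K1 host cells lacking M1 receptor as counterscreen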
# M1 PAM: positive allosteric modulators of human M1 muscarinic receptor; P11229; activation, % at 3 µM; AID 588819; CHO-K1 hM1, Fluo-8 calcium fluorescence, ACh EC20; 0% = ACh EC20, 100% = maximal ACh; 0.088% of 360,000 active; in the data active = activation above about 19%, passing the limit was not always enough
# OXTR potentiate: potentiators of human oxytocin receptor; P30559; CHO-OTR cells, Fluo-8 calcium fluorescence, potentiator mode; 0% = oxytocin EC15, 100% = EC100; activation, % at 3 µM; 0.061% of 320,000 active; AID 2445;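 active = activation above that plate's cutoff, the mean activation of tested compounds plus 3 SD, cut at about 6.6% in these data, passing the limit was not always enough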;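 also: 100% uses oxytocin at 75 nM as the full agonist control; some results filed as inactive read as strong as hits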
#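 System: human OTR in CHO cells; Also added: sub-maximal oxytocin, roughly EC15; Timing: compound 6 min at room temperature before oxytocin, 100 s read; Technique: Fluo-8 intracellular calcium fluorescence, ex 470-495, em 515-575 nm; Controls: oxytocin EC15 low and EC100 high; Replication: singlicate.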
# CHRM4 agonist: agonists of human muscarinic M4 receptor (CHRM4); CHO-K1 hM4/Gqi5, Fluo-8 calcium fluorescence; vehicle 0%, full acetylcholine response 100%; activation, % at 3 µM; 0.14% of 360,000 active;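 active = activation above the run mean over all test wells plus 3 SD, cut at about 32% in these data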;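 also: peak over basal fluorescence ratio per well then scaled between controls; 0% = DMSO wells and 100% = acetylcholine at EC100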
# M1 antag: human CHRM1 antagonism. AID 588852. 1.3% of 360,000 active. P11229. inhibition, % at 3 µM. CHO-K1 hM1, Fluo-8 calcium fluorescence, ACh EC80 antagonist;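 active = percent inhibition above its own plate's cutoff, namely the mean of that plate's compound wells plus 3 SD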;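 also: peak over basal fluorescence ratio during 140 s after agonist addition; 0% = ACh EC80 plus DMSO and 100% = DMSO alone without agonist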
# * marks the source's active call; other numbers are inactive results; . = not tested or not shown.
SMILES,M1 ag,CHO-K1 Ca antag,M4 antag,CHO parental Ca,CHO-K1 Ca ag,M1 PAM,OXTR potentiate,CHRM4 agonist,M1 antag
CCc1ccc(NC(=O)CSc2ccc(-c3cccnc3)nn2)cc1,-4,14,-2,-23,1.3,14,-4,4,-15
COc1cccc(CNc2nc3cc(-c4cccc(Cl)c4)sc3c(=O)n2C)c1OC,-1,7,-4,.,0.1,8,.,1,-23
Cc1ccc(NC(C#N)c2ccccc2OCc2ccccc2)cc1 (stereo unspecified),-6,-1,-4,5,0.3,11,2,0,-8
O=C(c1ccc(S(=O)(=O)N2CCCC2)cc1)N1CCN(Cc2ccc3c(c2)OCO3)CC1,-5,0,-6,12,0.1,-6,-12,2,3
CC(C)CN(C(=O)COC(=O)c1cc(=O)[nH]c2ccccc12)c1c(N)n(Cc2ccccc2)c(=O)[nH]c1=O,-3,3,5,.,3.2,1,.,1,-3
CCOc1ccc(-c2nc(C#N)c(NC3CC3)o2)cc1,-4,-1,4,-8,-0.2,4,-3,-1,1
COc1ccccc1C1=NN(C(=O)c2ccccc2)C(c2ccc(Br)cc2)C1 (stereo unspecified),-4,-12,2,-42,1.2,2,-6,0,0
COc1ccccc1C(C)NC(=O)Cc1ccc(S(=O)(=O)N2CCOCC2)s1 (stereo unspecified),-2,4,-9,-2,0.7,-2,-6,2,9
O=c1c2cc(NC(=S)NC3CCCCC3)ccc2nc2n1CCCCC2,-6,1,5,-16,3.7,-5,-2,16,12
CC1(C)CC(=O)C(C=Nc2cccnc2/N=C/C2=C(O)CC(C)(C)CC2=O)=C(O)C1,-4,-7,3,-11,5.0,-1,-4,3,-4
CCOC(=O)C(c1ccccc1)C(Nc1ccccc1)c1ccccn1 (stereo unspecified),-5,9,0,-5,0.8,4,-1,1,-14
Cc1cc(NC(=O)CSc2nncn2N)no1,-8,-6,-2,-12,0.2,11,-9,1,-1
C=CCn1c(SCC(=O)NC2CCCC2)nnc1-c1ccccn1,7,5,9,-4,0.2,15,-13,1,5
C=CCn1c(SC(C)C(=O)Nc2ccc(F)c(F)c2F)nnc1C1CC1 (stereo unspecified),-3,-8,0,-8,0.4,-1,-8,1,3
COc1ccc(CN2C(=O)N(c3ccccc3)C(=O)C2CC(=O)Nc2ccccc2)cc1OC (stereo unspecified),-3,-1,6,-12,4.0,-2,-5,7,-5
O=C(CNc1cccc(S(=O)(=O)N2CCCC2)c1)Nc1ccc(C(F)(F)F)cc1,8,8,2,20,8.3,-6,-16,14,18
Cc1ccccc1NC(=O)Cc1nc(COC(=O)c2ccc(Cl)nc2)cs1,-3,5,5,-15,3.4,-11,1,12,23
C=CCn1sc(=N)c(C#N)c1N,0,-19,0,-8,0.1,-2,-1,0,1
CC(C)c1nc(SCc2c(F)cccc2Cl)c2c(=O)n(C)c(=O)n(C)c2n1,-6,-10,-13,-8,0.7,2,-3,0,-10
CCOc1ccc(C(=O)Nc2ccc(CN3CCOCC3)cc2)cc1Cl,-4,1,-1,.,1.0,-5,.,3,-9
Cc1ccccc1CC1(CO)CCCN(C(=O)c2ccccc2N(C)C)C1 (stereo unspecified),-4,-8,-3,-38,1.5,8,-10,3,-3
COC(=O)C1CCN(C(=O)N2CCOCC2)CC1,-2,-2,8,-6,-0.1,-1,0,1,-12
COc1cc(C(=O)OCC(C)=O)c([N+](=O)[O-])cc1OC,-4,-15,-3,-7,1.6,11,2,2,-7
O=C(CN1C(=O)S/C(=C\c2cccs2)C1=O)Nc1ccc(O)cc1C(=O)O,1,-10,4,-8,-0.4,12,4,-1,-21
Cc1cc(N2CCN(Cc3nc(-c4ccc(F)cc4)oc3C)CC2)cc(C)n1,-10,-6,1,-9,0.1,-3,-14,3,0
CCNC(=S)NNC(=O)Cc1ccccc1,1,32*,14,-12,0.1,15,-7,1,-10
Nc1nsc2ccccc12,-2,-11,-10,12,2.2,10,-5,3,-10
O=c1nc2ccccn2c2ccc(S(=O)(=O)N3CCCCC3)cc12,-4,-10,-3,-2,0.3,15,3,0,-5
N#Cc1c[nH]n2c(=O)c3c(nc12)CCC3,-6,-1,2,1,0.2,16,-6,1,-9
CC(C)c1nnc(NC(=O)c2nc(S(=O)(=O)Cc3ccccc3)ncc2Cl)s1,-4,-7,11,-5,0.0,-4,-6,0,10
CC(=O)Nc1ccc(CN(C)c2c(C)nc3ccc(C(=O)N4CCN(C(C)=O)CC4)cn23)cc1,-8,-12,-11,.,0.3,6,.,1,-12
CC1CC(C)CN(C(=O)C(Cc2ccccc2)NC(=O)c2ccccc2)C1 (stereo unspecified),0,4,-2,-23,1.3,8,-16,9,-2
Cc1ccc(CO/N=C/c2c(O)cc(C)oc2=O)cc1,-7,-5,-3,-6,0.8,2,-15,0,4
CC(C)N(CCc1ccncc1)C(=O)Nc1ccc(Cl)c(Cl)c1,-9,-7,-2,-13,2.6,-4,-6,5,3
NC1=NC(=Nc2ccc(Cl)cc2)c2ccccc21,-3,-2,4,-3,0.0,0,-1,0,0
O=C(CSc1nc2cccc(F)c2c(=O)n1-c1ccccc1)Nc1ccc2c(c1)CCC2,-6,4,-14,.,0.4,5,.,1,-13

# Single records (already shown). Order of screens: M1 ag	CHO-K1 Ca antag	M4 antag	CHO parental Ca	CHO-K1 Ca ag	M1 PAM	OXTR potentiate	CHRM4 agonist	M1 antag
# `Nc1nsc2ccccc12` across the screens: -2	-11	-10	12	2.2	10	-5	3	-10
# `O=c1nc2ccccn2c2ccc(S(=O)(=O)N3CCCCC3)cc12` across the screens: -4	-10	-3	-2	0.3	15	3	0	-5

# Carrying on:
SMILES,M1 ag,CHO-K1 Ca antag,M4 antag,CHO parental Ca,CHO-K1 Ca ag,M1 PAM,OXTR potentiate,CHRM4 agonist,M1 antag
O=C(O)c1ccc(Nc2nc(-c3cccnc3)cs2)cc1O,4,10,8,-12,-0.8,15,-17,0,-4
O=[N+]([O-])c1ccc(-c2cn3c(n2)CCC3)cc1,2,7,8,-7,1.3,15,-10,3,-5
CC(C)(C)NS(=O)(=O)c1ccc(CCC(=O)NCc2ccco2)cc1,0,-3,4,-10,0.4,8,-13,2,-9
CCCCC(=O)NCCc1ccc(OC)cc1,-3,21,6,14,-0.8,-2,-14,0,7
O=C(CN1CCN(Cc2ccccc2)CC1)Nc1ccc(Cl)cc1,-8,-8,10,-9,1.7,-1,-3,2,2
Cn1ccnc1SCC(=O)Nc1ccc2c(c1)COC2=O,-3,2,8,4,0.0,2,-10,1,-23
O=C(Oc1cccc(Nc2ncnc3ccccc23)c1)c1ccccc1Cl,3,25*,34*,71*,8.4,-15,-17,15,25*
CCS(=O)(=O)N1CCN(c2ccc(S(=O)(=O)N3CCOCC3)cc2)CC1,-9,-17,-10,13,-0.1,8,-2,1,0
NC(=O)COC(=O)CCCc1c[nH]c2ccccc12,-1,2,-2,-9,0.4,14,-2,2,-20
Cc1cc(O)ccc1-c1cc(C(=O)NCc2ccc(F)cc2)[nH]n1,25*,-11,-24,.,8.2,-3,.,15,3
CC(C)C[C@H](NC(=O)Nc1cccc(C(F)(F)F)c1)C(=O)O,-6,-6,7,8,0.3,8,-7,0,-12
COc1ccc(OC)c(NC(=O)C(=O)NNC(=O)c2cccs2)c1,-5,-11,0,-2,0.4,9,0,1,-15
Cc1onc(-c2ccccc2)c1C(=O)Nc1ccc(S(=O)(=O)N2CCCCC2)cc1,-2,-6,-3,0,1.5,1,-5,3,-7
CC(=O)c1cccc(NC(=O)N2C3CCC2CC(O)(c2cccnc2)C3)c1 (stereo unspecified),-4,21,-7,8,-0.4,-1,-4,3,-2
O=C(Nc1nccs1)c1ccc(Br)cc1,-4,-4,3,-6,2.2,-1,2,1,1
COC(=O)c1ccccc1NC(=S)NC(NC(=O)c1ccco1)C(Cl)(Cl)Cl (stereo unspecified),1,-18,-1,-24,1.4,0,-5,2,3
Cn1cc(/C=N/NC(=O)c2ccc(C#N)cc2F)c2ccccc21,-1,-10,-19,-5,-0.2,12,-8,2,-10
Cc1ccc(O)c(C(CC(=O)NC(C)C)c2ccccc2)c1 (stereo unspecified),-1,2,-6,-5,1.1,5,-7,3,10
O=C(Nc1cccc2ncccc12)c1ccc([N+](=O)[O-])o1,-2,-11,5,4,0.6,6,6,1,0
COc1ccc(OC)c(NC(=O)Cn2cc(C#N)c3ccccc32)c1,-3,-8,1,-10,1.9,4,-3,2,-2
CC1CCN(CC(=O)c2cccs2)CC1,-5,-8,-3,-11,0.0,10,-14,2,-8
COc1cc2cc(CCOC(=O)c3ccc(C#N)cc3)oc(=O)c2cc1OC,-7,0,10,-25,-0.1,-6,-1,3,10
CSc1ccccc1OCc1cc(C(=O)NC(C)Cn2cncn2)no1 (stereo unspecified),-2,0,0,1,0.9,3,-7,2,-7
Cc1ccc(S(=O)(=O)NCC(=O)OCC(=O)N2CC(C)OC(C)C2)cc1 (stereo unspecified),-4,-8,-11,-1,0.0,11,3,0,-10
COc1ccc(S(=O)(=O)NNC(=O)c2cc3cc4ccccc4nc3s2)cc1,-3,9,-6,-12,1.1,2,-18,6,-4
CN(CCOc1ccccc1)CC(=O)Nc1ccc(S(=O)(=O)N2CCCC2)cc1,-7,13,12,-6,0.8,-14,-1,3,17
CCCCCCSc1ccc(-c2nc3cnccn3c2NC2CCCCC2)cc1,.,-27,-12,.,1.4,.,.,1,.
CCOCCn1c(CN2CCCC(C)C2)nc2c1c(=O)n(C)c(=O)n2C (stereo unspecified),-3,-6,-5,2,0.5,-8,-1,0,11
C/C(=N/NC(=O)c1cccs1)c1ccc(NC(=O)COc2ccc(Cl)cc2Cl)cc1,-2,-4,2,-14,-0.1,6,-12,0,-28
COc1ccc(S(=O)(=O)N2CCN(c3c(C)cccc3C)CC2)cc1OC,-4,-10,-2,45*,1.1,-14,-10,0,17
O=S(=O)(NC(=NC1CCCCC1)c1ccccc1)c1ccccc1,-4,-14,1,-15,1.1,9,-3,0,-13
CCn1c(CNc2ccc(Cl)cc2)nnc1SCc1ccc(Cl)cc1,-8,-6,10,-11,1.7,-11,-8,1,10
O=S1(=O)CCOC[C@H](Cc2ccccc2)N1Cc1ccccc1,-5,-14,-10,-13,-0.9,8,-4,0,-4
Cc1ccc(CN2CCN(Cc3cccn3-c3ccccn3)CC2CCO)o1 (stereo unspecified),-11,-7,-2,-7,0.3,6,-4,1,-3
Cc1c2c(n3c(nc4ccccc43)c1C#N)N(CCCN(C)C)CC2,-7,-20,0,-5,1.0,6,-9,0,-6
O=C(O)COCC(=O)NCc1csc2ccc(Cl)cc12,-2,-29,-2,-8,0.6,10,-5,0,-16
Cc1ccc(Nc2nc(-c3sc(N)nc3C)cs2)cc1,2,6,3,.,-0.3,16,.,-1,-2
O=C(Nc1ccccc1F)c1ccc(CSc2ccccc2)o1,-8,6,-8,-19,2.5,-5,-5,6,-1
